# M1 antag: human M1 muscarinic receptor antagonists, primary screen, CHO-K1 cells, Fluo-8 calcium fluorescence, 1536-well; inhibition, % at 3 µM; AID 588852, 2011; 1.3% of 360,000 active; CHO-K1 hM1, ACh EC80 antagonist; Muscarinic acetylcholine receptor M1 (Homo sapiens), P11229;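 active = percent inhibition above its own plate's cutoff, namely the mean of that plate's compound wells plus 3 SD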;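 also: peak over basal fluorescence ratio during 140 s after agonist addition; 0% = ACh EC80 plus DMSO and 100% = DMSO alone without agonist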
# Target sequence (P11229 whole entry, looked up): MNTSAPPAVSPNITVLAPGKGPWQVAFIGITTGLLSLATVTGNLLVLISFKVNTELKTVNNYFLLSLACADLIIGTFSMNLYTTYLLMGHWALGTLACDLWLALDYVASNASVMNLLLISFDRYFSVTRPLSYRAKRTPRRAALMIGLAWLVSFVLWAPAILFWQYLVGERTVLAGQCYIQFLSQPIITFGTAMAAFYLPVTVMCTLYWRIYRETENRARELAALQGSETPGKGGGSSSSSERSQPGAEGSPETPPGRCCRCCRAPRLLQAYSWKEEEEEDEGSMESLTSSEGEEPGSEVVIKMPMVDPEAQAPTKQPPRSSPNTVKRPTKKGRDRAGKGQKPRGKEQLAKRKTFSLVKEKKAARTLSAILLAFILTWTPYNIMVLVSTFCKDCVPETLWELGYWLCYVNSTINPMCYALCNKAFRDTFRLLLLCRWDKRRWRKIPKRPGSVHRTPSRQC
# V1R ag counter: agonists of human V1a receptor, primary screen, counter-screen for OXTR agonist project, fluorescence, CHO-V1R cells | Vasopressin V1a receptor (Homo sapiens), P37288 | Fluo-8 calcium fluorescence, agonist mode; 0% DMSO, 100% 3 nM vasopressin | activation, % at 3 µM | 0.25% of 320,000 active;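 active = activation above the mean activation of all tested compounds plus 3 SD, per screening run, cut at about 20% in these data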;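 also: signal is peak over basal fluorescence ratio across a 100 second FLIPR read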
# OXTR potentiate: human OXTR potentiators, primary screen, fluorescence, CHO-OTR cells, Fluo-8 calcium. Oxytocin receptor (Homo sapiens), P30559. AID 2445, 2010. 0.061% of 320,000 active. Fluo-8 calcium fluorescence, potentiator mode; 0% = oxytocin EC15, 100% = EC100. activation, % at 3 µM;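 active = activation above that plate's cutoff, the mean activation of tested compounds plus 3 SD, cut at about 6.6% in these data, passing the limit was not always enough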;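 also: 100% uses oxytocin at 75 nM as the full agonist control; some results filed as inactive read as strong as hits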
# Target sequence (P30559 whole entry, looked up): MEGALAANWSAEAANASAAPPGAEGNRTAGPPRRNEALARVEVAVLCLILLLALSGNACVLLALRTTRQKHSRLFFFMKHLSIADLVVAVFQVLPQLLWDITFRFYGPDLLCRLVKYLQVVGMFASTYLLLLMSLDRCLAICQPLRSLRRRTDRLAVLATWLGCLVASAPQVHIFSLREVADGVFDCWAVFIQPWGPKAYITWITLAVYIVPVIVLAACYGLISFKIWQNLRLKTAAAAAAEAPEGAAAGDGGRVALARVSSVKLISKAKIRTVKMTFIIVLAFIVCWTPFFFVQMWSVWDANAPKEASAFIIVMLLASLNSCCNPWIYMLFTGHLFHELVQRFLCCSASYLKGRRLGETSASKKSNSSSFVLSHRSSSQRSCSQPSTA
#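 Assay system: CHO cell line stably expressing human OTR. Reagent: EC15 oxytocin agonist. Dosing: single dose, 3.0 µM nominal final compound concentration. Timing: compound 6 min at room temperature before oxytocin, 100 s read. Signal: kinetic Fluo-8 calcium fluorescence. Controls: oxytocin EC15 low and EC100 high.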
# CHO parental Ca: ATP-evoked calcium signal inhibitors, parental CHO, primary screen, counter-screen for OX1R antagonist project, cell-based, fluorescence, Fluo-8 calcium dye; parental CHO-K1, ATP-induced calcium, Fluo-8 fluorescence; inhibition, % at 5.6 µM; 0.63% of 330,000 active; AID 463079, 2010;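 active = inhibition above that plate's mean sample inhibition plus 3 SD, cut at about 26% in these data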;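 also: 0% = ATP-challenged DMSO wells and 100% = DMSO wells without ATP; some compounds past the cut are filed as inactive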
#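 Assay system: untransfected parental CHO cell line. Also added: ATP agonist challenge. Dosing: one dose, 5.6 µM nominal. Measured by: Fluo-8 fluorescence. Read-out: % inhibition. Benchmarks: ATP wells versus no-ATP DMSO wells. Repeats: no replicates.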
# TAAR1 antagonist: human TAAR1 antagonists, primary screen, Fluo-8 calcium fluorescence, CHO RD-HGA16 cells | Trace amine-associated receptor 1 (Homo sapiens), Q96RJ0 | antagonist | inhibition, % at 3 µM | 1.5% of 360,000 active;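 active = inhibition above a per-plate cutoff, the mean inhibition of test compounds on that plate plus 3 SD, cut at about 49% in these data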;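 also: 0% = DMSO plus EC80 beta-PEA response and 100% = DMSO alone without agonist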
#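 Assay system: RD-HGA16 CHO cells with stable hTAAR1 and Gα16 / Reagent: EC80 β-phenethylamine stimulus / Doses: 3 µM, single point / Timing: dye loading 75 min at 37 °C, then 30 min room temperature / Measured by: Fluo-8 intracellular calcium dye fluorescence, real-time kinetic reads / Controls: vehicle wells and EC80 agonist wells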
# M1 PAM: human M1 muscarinic receptor positive allosteric modulators, primary screen, CHO-K1 cells, Fluo-8 calcium fluorescence, 1536-well | activation, % at 3 µM | AID 588819, 2011 | Muscarinic acetylcholine receptor M1 (Homo sapiens), P11229 | CHO-K1 hM1, ACh EC20; 0% = ACh EC20, 100% = maximal ACh | 0.088% of 360,000 active; in the data active = activation above about 19%, passing the limit was not always enough
# OXTR ag: human OXTR agonists, primary screen, fluorescence, CHO-OTR cells, Fluo-8 calcium; Oxytocin receptor (Homo sapiens), P30559; Fluo-8 calcium fluorescence; normalized: DMSO 0%, oxytocin 100%; activation, % at 3 µM; 0.32% of 320,000 active; AID 2435, 2010;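 active = activation above the mean of all tested compounds plus 3 SD, cutoff set per screening run, cut at about 20% in these data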;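 also: peak over basal fluorescence ratio from a 100 s FLIPR kinetic read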
# TAAR1 ag: human TAAR1 agonists, primary screen, Fluo-8 calcium fluorescence, CHO RD-HGA16 cells | vehicle wells 0%, saturating PEA agonist 100% | activation, % at 3 µM | Trace amine-associated receptor 1 (Homo sapiens), Q96RJ0 | 0.99% of 360,000 active | AID 624467, 2012;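 active = activation above the mean activation of all test compounds in the run plus 3 SD, cut at about 38% in these data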
#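 System: CHO-derived RD-HGA16 cells with stable Gα16 and human TAAR1 / Times: 17-24 h plating, Fluo-8 75 min 37 °C, 30 min RT / Technique: calcium-sensitive Fluo-8 signal, excitation 470-495, emission 515-575 nm / Measure: % activation relative to PEA EC100 response / Benchmarks: DMSO and PEA EC100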
# M1 ag: human M1 muscarinic receptor agonists, primary screen, Fluo-8 calcium fluorescence, CHO-K1 cells, HTS. 0.33% of 360,000 active. activation, % at 3 µM. AID 588814, 2011. CHO-K1 hM1, agonist mode; 0% DMSO, 100% acetylcholine EC100. Muscarinic acetylcholine receptor M1 (Homo sapiens), P11229;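 active = activation above the run's mean compound activation plus 3 SD, cut at about 16% in these data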;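 also: peak over basal fluorescence ratio within a 140 s kinetic read after compound addition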
# Starred values were filed as active, the others as inactive; . = not tested or not shown.
SMILES,M1 antag,V1R ag counter,OXTR potentiate,CHO parental Ca,TAAR1 antagonist,M1 PAM,OXTR ag,TAAR1 ag,M1 ag
COC(=O)c1c(NC(=O)CN2C(=O)NC3(CCC(C)CC3)C2=O)sc2c1CCC2 (configuration not stated),2,0.0,3,-20,-7,17,-1.4,3,4
COc1cc(C(=O)N/N=C/c2ccccn2)cc(OC)c1OC,-10,0.7,-4,-13,-3,5,-0.9,2,-4
COc1ccccc1OCCNC(=O)Cc1ccc(Cl)c(Cl)c1,1,0.2,-5,-13,1,2,0.5,-1,-5
OC(CCc1ccncc1)COc1ccccc1 (configuration not stated),-2,2.5,-1,-7,10,3,3.6,9,1
COc1cc(C(C)=O)ccc1OCC(O)CN1CCN(c2ccccn2)CC1 (configuration not stated),-14,2.7,-4,-7,1,10,0.6,1,-7
CCOc1ccc(NC(=O)CN2C(=O)CSC(C)C2=O)cc1 (configuration not stated),17,0.1,-6,6,-8,-4,-0.4,1,-4
CN(C(=O)COC(=O)CSc1ccc(C(N)=O)cc1[N+](=O)[O-])C1CCCCC1,-5,2.4,-11,-2,7,4,1.4,4,-1
CC(=C1C(=O)c2ccccc2C1=O)N1CCN(Cc2ccccc2)CC1,5,-0.9,-2,-21,-16,-4,-2.0,14,-5
CC(=O)c1oc2ccccc2c1NC(=O)CN1CCCCC1,-7,-1.1,2,-13,-8,4,-2.3,12,-6
COc1ccc(-n2nnnc2SCC(=O)NCc2cccs2)cc1,-3,-1.0,-6,-14,-22,10,-1.1,6,-3
CC(C)Cc1cc(C(=O)Nc2ccccc2)c2ccccc2n1,-4,-0.2,-3,-16,31,-2,-2.4,5,-4
CCc1nc(SCC(=O)NC2CC2)c2c(C)c(C)sc2n1,-4,1.8,-9,-13,-11,1,-0.3,0,-11
O=C(CCNS(=O)(=O)c1ccccc1)N1CCC(Cc2ccccc2)CC1,-6,6.1,-14,-9,-4,-5,3.1,3,0
CCCCN(CC)CCCNC(=O)c1cn(C)c2ccc(S(=O)(=O)N(C)C3CCCCC3)cc2c1=O,7,0.6,-2,-14,-34,-12,-1.2,-1,-6
CSCCC(NC(=O)c1cccc([N+](=O)[O-])c1)c1nc2ccccc2[nH]1 (configuration not stated),-2,0.1,-7,-22,-11,5,0.5,3,-5
CC(OC(=O)c1ccccc1)C(=O)NCc1ccco1 (configuration not stated),4,1.4,5,-8,-12,3,1.1,3,-2
CCNC(=O)c1ccccc1SCC(=O)Nc1ccc(F)cc1,2,0.7,0,-13,-20,4,0.7,0,-1
CN(Cc1ccccc1)C(=O)c1[nH]cnc1C(=O)Nc1ccc(Cl)cc1,-4,0.8,-5,-38,11,4,0.1,1,-3
CCc1cc(-c2nnn(CCC3COCCO3)c2CC)cc(CC)c1-c1cn(Cc2ccc3ccccc3c2)nn1 (configuration not stated),11,.,.,.,5,-5,.,2,-1
O=S(=O)(Cc1ccccc1)Nc1cccc(Br)c1,17,.,.,.,-2,-8,.,-2,-5
CN1CCN(C(=O)CCN2C(=O)c3ccccc3S2(=O)=O)CC1,-4,0.7,-3,-12,-26,7,0.4,1,-2
CNS(=O)(=O)c1ccc(NC(=O)C(CCSC)NC(N)=O)cc1 (configuration not stated),-10,0.0,-11,-2,-2,9,0.0,7,-4
O=C(Cn1c(=O)cnc2ccccc21)N1CCN(S(=O)(=O)c2ccccc2Br)CC1,-7,0.5,-5,-24,0,2,-0.5,4,-1
COCCSc1nnc(NC(=O)C2CC(=O)N(c3ccc(Cl)cc3)C2)s1 (configuration not stated),-9,0.9,-2,-14,-16,16,0.9,10,3
c1ccc(CNCCCn2cnc3c(OCc4ccccc4)ncnc32)cc1,0,.,.,.,-35,4,.,5,-10
SMILES,M1 antag,V1R ag counter,OXTR potentiate,CHO parental Ca,TAAR1 antagonist,M1 PAM,OXTR ag,TAAR1 ag,M1 ag
N#CCCN(Cc1ccccc1)C(=O)c1nccnc1C(=O)O,-3,-0.1,-5,-2,-4,2,1.1,-1,-2
CN(C)c1ccc(/C=N/NC(=O)CNC(=O)/C=C/c2ccccc2)cc1,-11,-0.2,5,-22,-11,9,-1.4,0,-5
O=C(Cn1c(C(F)(F)F)nc2ccccc21)c1ccccc1,8,-1.2,-4,-20,-11,-5,-2.1,3,-2
Cc1cc(NN)nc(Cc2ccccc2)n1,1,1.4,-9,-28,-12,-4,-2.3,-2,-9
CN(c1ncnc(N)c1[N+](=O)[O-])C1CCCCC1,-22,1.1,-7,-2,-9,21,-1.2,0,-4
Cc1ccc(C2CC(C(F)(F)F)n3nc(C(=O)Nc4c(C)n(C)n(-c5ccccc5)c4=O)cc3N2)cc1 (configuration not stated),9,-0.1,-4,-23,-16,-8,-1.0,1,-7
CN(c1ccccc1C(=O)O)S(C)(=O)=O,-11,-0.1,-4,-6,3,11,-0.2,4,-6
COc1ccc(NC(=S)NNC(=O)CCn2cc([N+](=O)[O-])cn2)cc1,-9,0.8,-10,-5,10,16,-0.1,0,-4
COc1ccc(-c2nc3c(c(=O)[nH]c(=O)n3Cc3ccccc3)n2C)cc1,-5,0.4,-4,-16,2,6,0.0,-1,-1
CC1CCCN(C2=NC(=O)/C(=C/c3cn(-c4ccccc4)nc3-c3cccc(S(=O)(=O)N(C)C)c3)S2)C1 (configuration not stated),5,0.2,-11,-14,-7,-1,0.2,7,-2
CCOC(=O)C1=C[C@@H](C(C)(C)C)N(S(=O)(=O)c2ccc(C)cc2)[C@H]1c1ccc(OC)cc1,-10,.,.,.,-6,6,.,0,6
Cc1cccc(C)c1OCC(=O)N/N=C/c1cc2c(cc1[N+](=O)[O-])OCO2,-7,-1.1,-5,-20,-5,5,-2.3,-3,-6
CC(Oc1cc(C(F)(F)F)cc(C(F)(F)F)c1)C(=O)NC(N)=O (configuration not stated),-6,-1.5,-4,-9,18,2,-2.5,-2,-5
O=C(Cc1ccsc1-c1ccccc1)NO,1,0.0,2,19,-16,8,0.2,3,-4
O=C(c1cc2cc(Br)ccc2o1)N1CCOCC1,-7,1.1,-8,0,0,6,0.2,7,-9
CCOc1ccc(N(CC(=O)NCc2cccnc2)S(=O)(=O)c2ccc(F)cc2)cc1,3,0.9,-1,-19,1,-2,-1.1,1,-3
COc1ccc(-n2c3nc4ccccc4nc3c3c(=N)oc(C)nc32)cc1,-5,1.5,-1,-10,6,10,0.6,5,4
CCn1c(CCNC(=O)c2ccc(OC)cc2)nnc1SCC(=O)Nc1ccccc1F,-20,-0.4,-2,-32,-20,17,-0.3,5,0
COc1ccc(NC(=O)CSc2nc3ccc(Nc4nc(N5CCOCC5)nc(N5CCOCC5)n4)cc3s2)cc1,-4,-1.1,-7,-17,-16,12,-1.4,1,0
O=C(O)CC1(Cc2nc(-c3cccs3)no2)CCCC1,-7,-0.2,-3,-7,-21,7,-0.4,-1,-2
CCCS(=O)(=O)C(=C1Nc2ccccc2N1)S(=O)(=O)CCC,-3,-0.2,-3,-10,1,2,0.8,1,-4
Cc1ccc(CN2CC(C(=O)N(C)CC(=O)Nc3cccc(F)c3)CC2=O)cc1 (configuration not stated),-7,-0.9,-6,-14,-16,6,-1.0,1,-4
COC(=O)C=CSC(=S)C1CCCC1=N (configuration not stated),-9,.,.,.,-21,11,.,2,-3
CCOc1ccccc1NC(=S)NC(=O)c1ccco1,-6,.,.,.,-21,4,.,0,-4
Cc1cccc(N/N=C/c2ccncc2)c1,-8,-0.7,-7,-11,-5,9,-1.4,6,-3
SMILES,M1 antag,V1R ag counter,OXTR potentiate,CHO parental Ca,TAAR1 antagonist,M1 PAM,OXTR ag,TAAR1 ag,M1 ag
CNC(=O)c1ccc2c(c1)nnn2C,-12,0.4,-5,-6,-6,9,-0.1,2,-6
CCOC(=O)C1(Cc2ccccc2C(F)(F)F)CCN(CC2CC2)CC1,-6,-0.2,-1,-16,-6,2,1.5,1,0
CCCC(CCC)C(=O)Oc1cc(C)[nH]c(=O)c1[N+](=O)[O-],-11,-0.1,3,-3,-6,6,0.3,1,1
CN1CCN(C2=C(Cl)C(=O)N(C3CCCCC3)C2=O)CC1,-2,-0.6,-1,2,2,7,0.2,1,-5
C/C(CC1(O)C(=O)N(Cc2ccccc2)c2ccccc21)=N\O (configuration not stated),-4,3.0,-8,-22,19,6,0.1,9,-3
O=C(C(=O)N1CCN(c2ccc(F)cc2)CC1)N1CCCCC1,-3,0.9,-3,0,6,1,2.8,3,-3
CCc1nc2c(OCCC3CCCCC3)cccn2c1N(C)C(=O)c1ccc(C)cc1,1,.,.,.,8,-8,.,3,-9
C[C@H](NC(=O)[C@@H]1Cc2ccccc2CN1C(=O)OC(C)(C)C)C(=O)NC1CCCC1,0,0.0,3,-19,-1,0,-0.1,2,-2
Cc1cc(C)c2c(c1)C1C=CCC1C(c1ccc(S(=O)(=O)N3CCOCC3)cc1)N2 (configuration not stated),15,0.8,-5,12,-2,-9,1.1,20,-3
O=C(Cn1ncc2c([nH]c3ccccc32)c1=O)Nc1ccc(F)cc1F,-6,0.5,-10,3,-11,5,0.5,1,-1
CCc1noc(C)c1C(=O)NNC(=O)c1cc(OC)cc(OC)c1,-6,0.0,-2,-9,-20,8,-0.3,6,-3
O=C(CCl)Nc1ccc(Sc2ccc(NC(=O)CCl)cc2)cc1,-2,.,.,.,22,0,.,5,-5
O=[N+]([O-])c1ccc(Oc2ccc(S(=O)(=O)Nc3ccccc3)cc2)cc1,42*,22*,-16,20,.,-17,31*,.,19*

# Printed as active in M1 ag, among the entries above:
Molecule	M1 antag	OXTR potentiate	TAAR1 antagonist	M1 PAM	TAAR1 ag	M1 ag
O=[N+]([O-])c1ccc(Oc2ccc(S(=O)(=O)Nc3ccccc3)cc2)cc1	42*	-16	.	-17	.	19*
